NF-kB expr up = raises NF-kB expression in human neuronal cells. NF-kB reporter expression; stronger effect = higher value. fold change at 12.5 µM. hit rate 1.6% among 190,000. AID 1239; in the data active = fold change above about 3.3
APP 5'UTR act = APP 5'UTR luciferase reporter activation; activation, % at 2 µM; SH-SY5Y APP 5'UTR luciferase reporter, luminescence; zero percent = DMSO vehicle wells; AID 1276; hit rate 1% among 190,000;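 active = activation above a set limit, based on mean plus 3 SD of controls, cut at about 140% in these data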; also: values of inactives mirror those of a sister screen read the other way
FLuc inhib CS = counter-screen for luciferase assay inhibitors: firefly luciferase inhibition; AID 1006; hit rate 1.5% among 200,000; inhibition, % at 10 µM; ATPLite firefly luciferase biochemical luminescence, 10 min; P08659;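 active = inhibition above about 50% when tested at 10 µM, limit read from the data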
PMI act = phosphomannose isomerase (human) activation. P34949. purified human PMI, coupled resazurin fluorescence, 20 min; stronger effect = higher value; 1 = vehicle control, 0 substrate-free wells. activation factor at 20 µM. hit rate 0.005% among 190,000. AID 1214;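 active = activation factor of 2 or more at 20 µM, relative to plate controls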
Target sequence (P34949 whole entry, looked up): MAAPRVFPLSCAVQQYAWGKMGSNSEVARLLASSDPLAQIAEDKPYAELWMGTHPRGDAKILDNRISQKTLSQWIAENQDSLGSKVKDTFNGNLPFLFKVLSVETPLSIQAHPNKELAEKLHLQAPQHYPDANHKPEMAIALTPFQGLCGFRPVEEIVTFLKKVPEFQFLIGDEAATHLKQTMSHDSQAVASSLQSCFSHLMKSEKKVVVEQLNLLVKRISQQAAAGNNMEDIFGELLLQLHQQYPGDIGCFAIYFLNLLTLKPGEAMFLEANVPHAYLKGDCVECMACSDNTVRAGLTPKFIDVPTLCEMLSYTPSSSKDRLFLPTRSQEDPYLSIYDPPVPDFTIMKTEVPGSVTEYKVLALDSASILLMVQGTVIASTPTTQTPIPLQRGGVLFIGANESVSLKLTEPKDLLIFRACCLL
TNAP inh no acc = inhibitors of human TNAP without phosphate acceptor; P05186; hit rate 0.26% among 200,000; inhibition, % at 20 µM; purified TNAP, CDP-star luminescence, 30 min;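 active = tissue-nonspecific alkaline phosphatase inhibition above about 50% at 20 µM in the single-dose screen, limit read from the data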;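 also: 0% = DMSO negative control and 100% = EDTA positive control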
Target sequence (P05186 whole entry, looked up): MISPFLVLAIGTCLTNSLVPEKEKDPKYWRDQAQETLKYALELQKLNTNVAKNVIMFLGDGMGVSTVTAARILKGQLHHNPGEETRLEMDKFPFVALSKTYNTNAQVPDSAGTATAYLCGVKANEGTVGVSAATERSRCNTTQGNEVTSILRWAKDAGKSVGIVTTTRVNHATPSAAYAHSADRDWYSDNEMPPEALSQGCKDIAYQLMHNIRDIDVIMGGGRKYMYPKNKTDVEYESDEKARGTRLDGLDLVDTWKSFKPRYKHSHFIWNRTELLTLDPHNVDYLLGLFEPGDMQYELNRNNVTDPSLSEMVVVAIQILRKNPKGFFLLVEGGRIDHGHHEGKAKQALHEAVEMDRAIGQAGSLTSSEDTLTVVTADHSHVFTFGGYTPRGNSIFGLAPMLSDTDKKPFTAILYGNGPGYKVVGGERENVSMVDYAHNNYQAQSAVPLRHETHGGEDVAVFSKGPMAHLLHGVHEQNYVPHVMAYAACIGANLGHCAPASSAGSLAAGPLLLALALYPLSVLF
PMI act hi M6P = increases human PMI activity with near-saturating mannose 6-phosphate; P34949; coupled PMI enzyme assay, resazurin fluorescence, 20 min; stronger effect = higher value; 1 = untreated enzyme, 0 = substrate-free blank; activation factor at 20 µM; hit rate 0.34% among 190,000; AID 1216;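 active = activation factor of 2 or more at 20 µM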
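Test system: human phosphomannose isomerase with PGI, G6PDH, diaphorase coupling enzymes / Doses: 20 µM compound, 1% DMSO / Times: enzyme reaction with compound 20 min at room temperature / Measured by: Diaphorase-driven resazurin-to-resorufin fluorescence, excitation 544, emission 590 nm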
bIAP activator = increases bovine intestinal alkaline phosphatase activity; purified bovine IAP, CDP-star luminescence, 30 min; stronger effect = higher value; fold of DMSO-control signal, blank-subtracted; activation factor at 20 µM; hit rate 0.17% among 200,000; AID 1016;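 active = activation factor of 2 or more at 20 µM, a signal rise over negative controls twice the positive control's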
FLuc stim CS = affects firefly luciferase, flagging false hits in luciferase stimulation screens; ATPlite luciferase biochemical, luminescence, 10 min; 0 = ATP-free wells, 1 = DMSO control; activation factor at 10 µM; 200,000 tested, under 10 active; AID 1027;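 active = luciferase activation factor, scaled between plate controls, of at least 2 with compound at 10 µM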
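System: luciferase plus luciferin reagent, cell-free; medium: PBS as buffer for the ATP substrate; dosing: test compounds dosed from 2 mM stocks in 100% DMSO; timing: 10 min post-reagent at room temperature; measured by: luminescence measurement of luciferase light output; evaluation: luciferase activation, seen as luminescence increase over controls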
TNAP act hi DEA = increases human TNAP activity under high phosphate acceptor concentration | 200,000 tested, under 10 active | activation factor at 20 µM | P05186 | purified TNAP, CDP-star luminescence, 1 M DEA, 30 min; stronger effect = higher value; 0 = EDTA background, 1 = DMSO-only activity;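 active = activation factor at least 2 at 20 µM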
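Control set: EDTA negative control, DMSO positive control / Assay system: human TNAP / Quantity: TNAP 1/800 final / Evaluation: TNAP activation factor scaled between EDTA and DMSO control wells / Measured by: luminescent substrate turnover signal / Compound dosing: one dose, 20 µM / Times: 30 min enzyme reaction at room temperature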
TNAP inh hi DEA = inhibitors of human TNAP at high phosphate acceptor concentration | purified TNAP, CDP-star luminescence, 1 M DEA | inhibition, % at 20 µM | hit rate 0.03% among 200,000 | AID 1135;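 active = over 50% inhibition of tissue-nonspecific alkaline phosphatase at 20 µM in the single-dose screen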;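 also: plate controls were DMSO wells for no effect and EDTA-quenched wells as full inhibition for full effect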
* hit, by the source's call; x = not tested or not shown.

Each structure is followed by: NF-kB expr up, APP 5'UTR act, FLuc inhib CS, PMI act, TNAP inh no acc, PMI act hi M6P, bIAP activator, FLuc stim CS, TNAP act hi DEA, TNAP inh hi DEA
CC(=O)c1ccc(NC(=O)CCn2c(=O)oc3ccccc32)cc1
→ 1.2, -29, -8, 1, -6, 1, 0.9, 1.1, 1, -4
S=c1[nH]nc(NCCc2ccccc2)s1
→ 1.1, -15, 10, 1.6, 4, 2.1*, 0.9, 0.9, 1, -2
CCc1ccc(OCC(=O)NC(C)(C)C)cc1
→ 1.6, -3, 0, 1, -7, 1, 0.9, 1, 1, 2
O=C(COC(=O)c1cccc(S(=O)(=O)N2CCc3ccccc32)c1)Nc1ccc(Cl)cn1
→ 1.1, 13, -15, 0.9, 5, 0.9, 0.9, 1.1, 1, 1
CC(=O)Nc1ccc(/C=C(\C#N)C(=O)NCc2ccccc2)cc1
→ 0.91, 6, -4, 1.1, -4, 1.1, 0.9, 1, 1.1, -8
COc1ccc2cc3c(N)nn(C(=O)c4ccc(Cl)c([N+](=O)[O-])c4)c3nc2c1
→ 1, -14, -6, 0.9, -9, 1.1, 0.9, 1.1, 1, -4
CN(C(=O)COC(=O)c1ccc2c(=O)n3c(nc2c1)CCC3)C1CCS(=O)(=O)C1 (stereo not given)
→ 1.1, 12, -6, 1, -12, 1.1, 1, 1.1, 1.1, -8
CC(=O)C1=C(C)OC(N)=C(C#N)C1c1cccc([N+](=O)[O-])c1 (stereo not given)
→ 1.1, -19, -2, 0.9, 4, 0.4, 1.1, 1, 1.1, -5
Cc1ccc(-c2cc(C)nc3nc(N)nn23)cc1
→ 1.1, -13, 3, 0.9, -3, 1, 0.7, 1, 1, 4
CC1(C)C2CCC(C2)C1(C)NC(=O)CNCC1CCCCC1 (stereo not given)
→ 1.1, 4, -7, 1.1, -22, 1.1, 1.1, 1.1, 1.1, -8
O=C(CSc1c2c(nc3ccc(Cl)cc13)CCCC2)NCCCN1CCOCC1
→ 1.5, 37, -10, 1, -10, 1, 1, 1.1, 1, -4
COc1cccc(COCCN2CCN(S(=O)(=O)c3ccc(C)cc3)CCC2=O)c1
→ 1.4, -1, -5, 0.9, -12, 1, 0.9, 1.1, 1, -4
Cc1ccc(N2CC3=C(C2=O)C(c2ccccc2)NC(=O)N3C)cc1 (stereo not given)
→ 1.1, 11, -9, 1, -9, 1, 0.9, 1.1, 1, -4
CC(=O)Nc1c2c(nn1-c1cccc(Cl)c1)CS(=O)C2 (stereo not given)
→ 0.96, -2, -2, 1, -18, 1.1, 1, 1, 1.1, -5
Cc1ccc(-c2nnn(CC(=O)N3CCC(C)CC3)n2)o1
→ 1, -13, -8, 1, -17, 1, 1, 1.1, 1, -4
O=C(Nc1cc(S(=O)(=O)N2CCCCC2)ccc1O)c1ccccc1NS(=O)(=O)c1ccc(F)cc1
→ 0.98, -6, -7, 0.9, -4, 0.9, 0.9, 1.1, 1, 0
O=c1c(O[C@@H]2O[C@H](CO)[C@@H](O)[C@H](O)[C@H]2O)c(-c2ccc(O)c(O)c2)oc2cc(O)cc(O)c12
→ x, x, -1, 0.4, 27, 0.6, 0.8, 1, 0.8, 17
NC(=O)C1CCN(CC(=O)c2c[nH]c3ccc(F)cc23)CC1
→ 1.2, 17, -1, 1, -9, 0.9, 1, 1, 1, -5
CC(C(=O)Nc1ccccc1)N(c1cccc(Cl)c1)S(C)(=O)=O (stereo not given)
→ 1.2, 3, 0, 1.1, -3, 1, 1, 1, 1.1, -7
C#CCn1c(=NC(=O)CSC(C)=O)sc2cc(F)ccc21
→ 1.1, 2, -4, 0.9, -6, 1, 0.9, 1, 1, 0
Cc1nnc(SCC(=O)NC2CC2)n1CC1CCCO1 (stereo not given)
→ 1.2, -5, -3, 1, -11, 1, 1, 1, 1, -3
Cc1nn(-c2ccccc2)c2sc(C(=O)OCc3nnc(-c4ccccc4)o3)cc12
→ 1, -17, -7, 1, 3, 1, 1, 1.1, 1, -5
O=C1c2cccc([N+](=O)[O-])c2C(=O)N1c1c[nH]c(=O)[nH]c1=O
→ 1, 19, -2, 1.2, -10, 1, 1, 1, 1.1, -6
O=C(COC(=O)Cc1ccsc1)Nc1ccc(Cl)c(S(=O)(=O)N2CCOCC2)c1
→ 1.1, -4, 0, 0.9, -10, 0.9, 1, 1, 1, -2
Cc1ccc(/C=N/N(C)C2=NS(=O)(=O)c3ccccc32)o1
→ 1.3, 30, -4, -0.1, -8, 1.1, 1.3, 1, 1, -2
Nc1nc(SCC(=O)Nc2ccccc2)[nH]c(=O)c1-c1ccccc1
→ 0.89, 0, -2, 1, -6, 1, 1, 1, 1, 0
O=C(Nc1nc2ccc(F)cc2s1)C1CCN(S(=O)(=O)c2cc([N+](=O)[O-])ccc2Cl)CC1
→ 0.62, 8, 4, 1.1, -10, 0.9, 1, 1, 1, 2
Cc1ccc(S(=O)(=O)N2CCN(C(=O)c3cccs3)CC2)cc1
→ 0.99, 20, -8, x, -8, x, 1, 1.1, 1, -3
COc1ccc(Cc2[nH]n3c(=O)cc(C)nc3c2-c2ccccc2)cc1
→ 0.96, 13, -4, 0.9, 2, 0.9, 1, 1, 1, 1
O=C(Nc1nnc(-c2ccccc2Cl)o1)c1cc2cc([N+](=O)[O-])ccc2s1
→ 1.3, -2, -8, 1.2, 4, 1.2, 1.1, 1.1, 1, -5
CCN(CC)P(=O)(Nc1cccc(C(F)(F)F)c1)c1ccc(N(C)C)cc1NC(=O)c1ccco1 (stereo not given)
→ 0.66, 4, 7, 1, 3, 0.9, 1.1, 0.9, 0.9, 5
Clc1ccc(Cn2cccn2)cn1
→ 1.3, 17, -3, 0.9, -9, 0.9, 1, 1, 1.1, -8
Cc1nnc(SC(C)C(=O)N2CCc3ccccc32)s1 (stereo not given)
→ 0.97, 22, -9, 0.9, -7, 0.9, 0.9, 1.1, 1, -5
COc1cc2nc(C3CCC3)n(NC(=O)c3ccco3)c(=O)c2cc1OC
→ 0.51, -1, 2, x, 2, x, 1.1, 1, 1, 4
COc1ccccc1NC(=O)c1c(C)oc2c1CCCC2
→ 1.1, -3, 1, 0.8, -4, 0.8, 1.4, 1, 1, -3
CC1CCCN(C(=S)SCC(=O)O)C1 (stereo not given)
→ 0.98, 16, -6, 1, -21, 1, 1, 1.1, 1, -4
CCN(CC)C(=O)C1CCCN(c2ccc([N+](=O)[O-])cc2[N+](=O)[O-])C1 (stereo not given)
→ 1.1, 18, -5, 0.9, 1, 1, 1, 1.1, 1, 2
O=C(c1ccccc1SCc1ccccc1)N1CCOCC1
→ 1.2, 11, -6, 1, -14, 1, 1.1, 1.1, 1, -4
OCCN1CCN(CC(O)COCCOc2ccc(Br)cc2)CC1 (stereo not given)
→ 0.98, -24, 0, 1.4, 0, 1.4, 0.9, 1, 1.1, -5
O=C(NCc1cccnc1)c1ccc(S(=O)(=O)N2CCOCC2)cc1
→ 1.1, 11, 4, 1, -7, 1, 1, 1, 1, 3
Cc1ccc(NC(=O)Cn2c(=O)n(CCC(=O)NC3CCN(Cc4ccccc4)CC3)c(=O)c3ccccc32)cc1
→ 0.96, 23, -4, 1, -15, 1, 1.2, 1, 1.1, -7
COc1cc(/C=N/O)ccc1OCc1ccc(C(=O)O)cc1
→ 3.4*, -82, 88*, 1, -3, 1, 1.2, 0.1, 1, 3
COc1ccc(OC)c(-n2c(=S)[nH]c3c(sc(=S)n3-c3ccccc3C)c2=O)c1
→ 1.3, 0, -7, 1.1, -7, 1.1, 0.9, 1.1, 1, -2
Cc1ccc(S(=O)(=O)c2cc(C#N)c(=O)[nH]c2N)cc1
→ 0.94, 14, -2, 1, -13, 1, 1.1, 1, 1, -4
Cn1nc(C(F)(F)F)c(C#N)c1N1CCN(c2ccccc2F)CC1
→ 1.3, x, -6, 1, -12, 1.1, 0.9, 1.1, 1, -4
S=c1[nH]cc(-c2ccccc2)n1-c1ccccc1
→ 1.1, -9, 18, 1, 34, 1, 1, 0.8, 0.9, 6
CCc1ccccc1NC(=S)N=Nc1c(O)n(C)c2ccc(S(=O)(=O)N3CCOCC3)cc12
→ 1.2, -38, -5, 0.9, 25, 0.7, 0.5, 1.1, 0.8, 21
CCOC(=O)c1cc(NC(=O)c2ccc(OC)cc2)c(=O)oc1-c1ccccc1
→ 1.5, 3, -6, 1, -9, 1, 0.9, 1.1, 1, -2
Cn1cnnc1SCC(=O)Nc1ccccc1F
→ 1.3, -8, -9, 1, -6, 0.8, 1, 1.1, 1, 0
CC1CN(C(=S)c2cccc([N+](=O)[O-])c2)CC(C)O1 (stereo not given)
→ 1.2, -4, 0, 0.8, -6, 0.9, 1.3, 1, 1, 1
O=C(CCN1C(=O)c2ccccc2C1=O)NCc1ccncc1
→ 1.2, 7, 9, 0.9, 10, 1.1, 1, 0.9, 1, 2
Cc1[nH]n(-c2ccc([N+](=O)[O-])cc2)c(=O)c1C=NCCN1CCN(C(=O)c2ccccc2)CC1
→ 1.2, -7, 0, 1, -6, 1, 1, 1, 1, -2
CCOc1cc(NS(=O)(=O)c2ccc(NC(C)=O)cc2)c(OCC)cc1NC(=O)c1cccs1
→ 0.92, -10, 2, 0.9, -12, 0.9, 1.1, 1, 1, 4
